# Bioassay records (PubChem)
# Mcl1-Noxa inh = Mcl-1/Noxa interaction inhibition; TR-FRET Mcl-1/Noxa peptide binding, 2 h; inhibition, % at 21.7 µM; actives 1.5% (n = 220,000); AID 1022;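 active = compounds that cut the protein-peptide binding signal by more than 50% relative to plate controls in a single-dose test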;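 note: His-tagged Mcl-1 with rhodamine Noxa BH3 peptide and terbium anti-His antibody; 0% = Mcl-1 plus Noxa peptide wells and 100% = peptide-only wells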
# Target sequence (Q07820 whole entry, looked up): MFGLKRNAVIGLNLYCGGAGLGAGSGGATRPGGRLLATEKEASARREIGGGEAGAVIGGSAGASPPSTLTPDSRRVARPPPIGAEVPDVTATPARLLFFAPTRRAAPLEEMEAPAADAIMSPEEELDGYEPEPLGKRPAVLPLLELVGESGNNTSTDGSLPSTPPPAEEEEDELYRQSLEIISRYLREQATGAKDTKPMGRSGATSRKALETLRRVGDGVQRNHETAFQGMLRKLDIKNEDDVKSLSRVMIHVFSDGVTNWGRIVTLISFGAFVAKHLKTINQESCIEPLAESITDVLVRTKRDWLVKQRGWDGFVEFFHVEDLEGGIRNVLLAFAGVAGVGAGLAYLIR
# Rab7 wt modul = alters GTP binding to wildtype dog Rab7 | GTP binding activity (percent of control), % at 10 µM | GST-Rab7 beads, fluorescent GTP binding, flow cytometry; actives lie on both sides; untreated = 100%, excess cold GTP = 0% | AID 758 | actives 0.055% (n = 190,000);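 active = fluorescent GTP binding to Rab7 beads changed by at least 20 points from the 100% baseline, either direction, mostly lower; inconclusive = compound itself probably fluorescent, or too few beads counted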;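 note: median green fluorescence of bound Bodipy-FL-GTP per Rab7 bead population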
# Pf gamet viab = inhibitors of late stage P. falciparum gametocyte viability. inhibition, % at 10.9 µM. actives 0.065% (n = 150,000). P. falciparum stage V gametocytes, ATP luminescence, 24 h;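 active = inhibition above the mean plus 3 SD of compounds within the control limits, set per campaign, cut at about 38% in these data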;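 note: 0% = DMSO wells and 100% = medium only without gametocytes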
# Cdc42 wt = modulators (inhibitors or activators) of GTP binding to human Cdc42 wildtype; GST-Cdc42 beads, Bodipy-GTP binding, flow cytometry; actives lie on both sides; percent activity (GTP binding), % at 10 µM; actives 0.2% (n = 190,000); AID 761;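 active = percent activity GTP binding at least 20 points away from the 100% baseline, either down as inhibitor or up as activator; inconclusive = compound flagged as likely green fluorescent from well-wide comparison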;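 note: median bead fluorescence of bound Bodipy-FL-GTP at 100 nM; 0% = excess unlabeled GTP control and 100% = no compound control; below 100% means less GTP binding so inhibitor and above means activator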
# Target sequence (P60953 whole entry, looked up): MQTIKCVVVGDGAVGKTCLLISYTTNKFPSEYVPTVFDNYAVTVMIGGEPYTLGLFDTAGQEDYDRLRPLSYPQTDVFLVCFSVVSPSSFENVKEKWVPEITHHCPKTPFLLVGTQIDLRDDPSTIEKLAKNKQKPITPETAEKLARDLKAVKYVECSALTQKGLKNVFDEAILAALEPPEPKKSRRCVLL
# HRas wt GTP bind = changes GTP binding to wildtype human HRas; GST-Ras wt beads, Bodipy-FL-GTP binding, flow cytometry; actives lie on both sides; GTP binding activity, % at 10 µM; actives 0.14% (n = 190,000); P01112;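 active = GTP binding activity at least 20% away from the 100% baseline, either lowered as inhibitor or raised as activator; inconclusive = flagged as likely green fluorescent, judged across all proteins in the well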;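 note: 0% = unlabeled GTP competition control and 100% = no-compound control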
# Target sequence (P01112 whole entry, looked up): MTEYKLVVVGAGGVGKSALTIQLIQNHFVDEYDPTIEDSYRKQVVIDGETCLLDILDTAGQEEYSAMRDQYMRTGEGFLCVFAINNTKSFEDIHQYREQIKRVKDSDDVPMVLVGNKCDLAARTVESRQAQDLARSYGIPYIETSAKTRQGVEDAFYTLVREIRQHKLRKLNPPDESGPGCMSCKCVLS
# Mcl1-Bid inh = disrupts binding of human Mcl-1 to Bid peptide. AID 1021. actives 0.97% (n = 220,000). Q07820. TR-FRET Mcl-1/Bid-Dy647 peptide binding, 1536-well. inhibition, % at 21.7 µM;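 active = compounds that cut the binding signal by more than half at the single screening dose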;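 note: His-tagged Mcl-1 with europium anti-His antibody binding Bid BH3 peptide; 0% = Mcl-1 plus peptide wells and 100% = peptide-only wells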
# Rac1 wt modul = alters GTP binding to wildtype human Rac1 | actives 0.27% (n = 190,000) | GTP binding activity (% of control), % at 10 µM | GST-Rac1 beads, fluorescent GTP binding, flow cytometry; actives lie on both sides; 0 = cold GTP competed, 100 = untreated | P63000;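 active = GTP binding activity at least 20 points away from the 100% control level, either lower or higher; inconclusive = compound flagged as likely green fluorescent, judged across all proteins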
# Avidin fluor = compound fluoresces at 488/530 nm on avidin beads. AID 1775. fluorescence (KMESF) at 10 µM. actives 0.38% (n = 220,000). compound fluorescence 488/530 nm, flow cytometry; stronger effect = higher value; in the data active = fluorescence above about 47; note: inactives centre near 10
# Rab2A wt mod = changes GTP binding to wildtype dog Rab2A, up or down; AID 760; GTP binding activity, % at 10 µM; P61105; GST-Rab2 wt beads, Bodipy-GTP binding, flow cytometry; actives 0.19% (n = 190,000);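 active = GTP binding activity at least 20 points away from 100%, either lowered or raised; inconclusive = signal likely due to the compound's own green fluorescence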;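 note: 0% = beads with excess unlabeled GTP and 100% = no-compound control corrected for plate trend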
# Rac1 act GTP bind = human Rac1 activated mutant GTP binding change. GST-Rac1 activated beads, fluorescent GTP binding, flow cytometry; actives lie on both sides; 100% means binding = to untreated wells. percent activity (GTP binding), % at 10 µM. actives 0.11% (n = 190,000);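 active = GTP binding at least 20 percentage points away from the 100% baseline, in either direction, so actives lie on both sides; inconclusive = Compound likely fluorescent itself, or too few beads counted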
# GSH bead fluor = GSH bead compound fluorescence profile; GSH beads flow cytometry, compound fluorescence 488/530 nm; stronger effect = higher value; actives 0.25% (n = 190,000); fluorescence (KMESF) at 10 µM; in the data active = fluorescence above about 89;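 note: glutathione beads carrying GST-tagged Bcl family fusion proteins plus one bare bead set; values are compound well signal with DMSO vehicle wells as background; inactives centre near 16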
# An asterisk follows results filed as active; ? = inconclusive; . = no result given. Hits appear at their usual frequency; overall some 3% were active at least once.
SMILES,Mcl1-Noxa inh,Rab7 wt modul,Pf gamet viab,Cdc42 wt,HRas wt GTP bind,Mcl1-Bid inh,Rac1 wt modul,Avidin fluor,Rab2A wt mod,Rac1 act GTP bind,GSH bead fluor
O=C(c1cccc(F)c1)N1CCN(C(=O)c2cc3ncc(Br)cn3n2)CC1,14.6,99.0,.,102.0,101.0,-15.7,104.0,10,98.0,97.0,45
Cc1cc(-n2c(=O)c(C#N)cc3c(=O)n4cccc(C)c4nc32)no1,16.4,?,.,?,?,7.7,?,6,?,?,17
Clc1ccc(NNc2ccnc3cc(Cl)ccc23)cc1,14.2,103.0,.,106.0,105.0,-46.9,102.0,12,104.0,100.0,17
O=C(CC(Nc1ccc(F)cc1)C(=O)OCC(=O)c1cccs1)c1ccccc1 (stereo not given),15.8,99.0,-18.4,96.0,96.0,-7.4,99.0,10,96.0,97.0,11
COc1cc(/C=C/C(=O)OCC(=O)NCC2CCCO2)ccc1OCC#N (stereo not given),11.6,96.0,1.0,99.0,98.0,-2.8,101.0,10,96.0,97.0,22
Cc1cc(C)n(Cc2ccccc2Cl)n1,-20.4,103.0,-30.5,102.0,103.0,-54.8,106.0,9,103.0,100.0,7
CCOC(=O)c1nn(-c2cccc(OC)c2)c2nc(Nc3ccccc3)cc(=O)n12,6.2,?,4.8,?,?,-3.5,?,4,?,?,14
CCC(=O)Nc1cc(C(=O)OCC(=O)c2ccccc2)ccc1C,-12.3,91.0,-12.1,98.0,98.0,-5.7,100.0,4,97.0,97.0,9
CC(C)n1c(SCC(=O)Nc2ccccc2N2CCCCC2)nc2c1c(=O)n(C)c(=O)n2C,15.5,102.0,.,99.0,96.0,-15.7,99.0,10,97.0,95.0,27
O=C(CN1CCOc2ccccc21)NCc1ccco1,22.1,98.0,.,103.0,99.0,-24.0,100.0,7,101.0,97.0,22
O=C(c1ccc(OCC2CCCO2)cc1)N1CCc2ccccc2C1 (stereo not given),-12.7,99.0,4.6,92.0,94.0,-13.5,91.0,26,93.0,92.0,24
CCOc1nc(C)ccc1-c1noc(-c2ccncc2)n1,9.2,96.0,12.6,99.0,99.0,0.5,101.0,27,96.0,95.0,23
O=C(NNc1ccccn1)C(=O)NNS(=O)(=O)c1ccc(Cl)cc1,-100.1,113.0,-14.2,109.0,109.0,-115.9,106.0,17,110.0,102.0,21
CCOc1ccc2nc(SC3CC(=O)N(c4ccccc4)C3=O)sc2c1 (stereo not given),7.2,100.0,.,103.0,103.0,-29.5,99.0,11,102.0,99.0,22
CCCC(CCC)=NNc1ccc(S(=O)(=O)Nc2ccccc2OC)cc1[N+](=O)[O-],-3.4,110.0,5.5,103.0,105.0,-24.1,104.0,6,106.0,102.0,14
CCOc1ccc(NC(=O)N2CC=C(n3c(=O)[nH]c4ccccc43)CC2)cc1,8.2,98.0,.,100.0,100.0,-5.8,97.0,37,98.0,96.0,17
COc1cc2cc(CN(C(=O)Nc3ccccc3)C3CCCC3)c(=O)[nH]c2cc1OC,3.2,101.0,.,105.0,103.0,-3.4,103.0,9,104.0,101.0,28
Cc1cc(NC(=O)CSc2ccc3c(c2)OCCO3)no1,2.4,101.0,5.1,104.0,103.0,-7.4,102.0,37,101.0,99.0,17
C=C(C)C1Cc2c(C)nn(-c3ccccn3)c2C1 (stereo not given),0.4,100.0,.,107.0,105.0,-11.5,105.0,21,101.0,100.0,11
CC(=O)C1=C(C)NC(SCC(=O)c2ccc(F)cc2)=C(C#N)C1c1ccco1 (stereo not given),19.7,103.0,-4.2,104.0,103.0,-78.2,105.0,17,100.0,102.0,44
O=C(Nc1cccnc1)c1cccc(S(=O)(=O)N2CCOCC2)c1,0.8,102.0,.,99.0,100.0,-6.2,104.0,19,100.0,100.0,36
CCOC(=O)CCc1c(C)n[nH]c1C,7.5,105.0,.,97.0,99.0,-4.5,98.0,9,99.0,94.0,15
COc1cc(/C=N/n2cnn(Cc3ccccc3Cl)c2=S)cc(OC)c1OC,10.1,102.0,19.4,95.0,98.0,-3.4,98.0,13,101.0,95.0,14
CC(=O)Nc1ccc(NC(=O)Cn2cnc3c(nnn3Cc3ccc(F)cc3)c2=O)cc1,28.6,111.0,-2.0,93.0,97.0,-11.5,97.0,10,97.0,91.0,9
OC(CNCc1cccc(Cl)c1)c1ccccc1 (stereo not given),10.8,88.0,-25.3,95.0,95.0,-16.9,98.0,8,94.0,96.0,17
COCC(C)NC(=O)CSc1nc(-c2ccccc2)c(-c2ccccc2)o1 (stereo not given),-3.8,94.0,.,100.0,95.0,-29.2,99.0,14,96.0,96.0,20
CCOC(=O)/C=C1\SCC(=O)N1CC(=O)NC(C)C,-10.1,102.0,-13.8,103.0,103.0,-63.1,106.0,8,100.0,101.0,46
CCCCC(CC)CNC(=O)CCCCn1c(=O)[nH]c2ccsc2c1=O (stereo not given),10.5,94.0,4.2,97.0,96.0,-3.1,99.0,22,97.0,100.0,16
Nc1nncn1C(=O)CCCOc1ccccc1,12.4,101.0,.,98.0,99.0,-6.5,99.0,11,99.0,96.0,26
Cc1ccc(NC(=O)CNc2ccc(N3CCOCC3)cc2)cc1S(=O)(=O)N(C)C,8.4,103.0,-1.1,96.0,100.0,-30.7,100.0,27,98.0,93.0,67
Cc1cccc(NC(=S)N2CCN(Cc3ccccc3)CC2)c1C,4.7,93.0,.,104.0,96.0,-41.2,100.0,13,98.0,96.0,11
FC(F)(F)c1cnc(-c2cnc(-c3ccncc3)nc2)c(Cl)c1,-3.4,99.0,-25.9,98.0,95.0,6.4,99.0,7,98.0,96.0,9
O=C(COC(=O)CC1CCCC1)Nc1cc2c(cc1Cl)C(=O)c1ccccc1C2=O,40.9,100.0,.,103.0,103.0,-16.0,104.0,0,103.0,100.0,31
CC(=O)NCC(=O)OCC(=O)c1ccc(Br)cc1,3.3,97.0,.,100.0,99.0,0.8,105.0,15,98.0,102.0,6
O=C(O)c1c2c(nc3ccccc13)/C(=C/c1ccc(O)cc1)CC2,55.1*,106.0,1.6,95.0,99.0,-19.2,100.0,21,96.0,94.0,11
NC(=O)Cc1ccc(C(=O)c2ccccc2F)s1,14.6,99.0,-0.9,94.0,98.0,12.2,99.0,24,95.0,98.0,11
O=C(COc1ccccc1[N+](=O)[O-])NC1CC1,-42.2,105.0,-18.0,97.0,98.0,-26.7,98.0,10,101.0,96.0,15
COC(=O)/C(=C/c1ccco1)NC(=O)c1ccc(Br)o1,3.3,99.0,-15.1,98.0,96.0,-28.1,96.0,10,97.0,95.0,15
Cc1occc1-c1nnc(SCCNCCO)o1,-1.1,90.0,.,93.0,91.0,-10.8,89.0,25,91.0,91.0,60
Cc1ccc(CNC(=O)/C=C/c2ccccc2Cl)cc1,10.7,96.0,.,99.0,99.0,-1.6,99.0,8,96.0,96.0,5

# Already shown: 8 of the compounds above.
SMILES,Mcl1-Noxa inh,Rab7 wt modul,Pf gamet viab,Cdc42 wt,HRas wt GTP bind,Mcl1-Bid inh,Rac1 wt modul,Avidin fluor,Rab2A wt mod,Rac1 act GTP bind,GSH bead fluor
O=C(COC(=O)CC1CCCC1)Nc1cc2c(cc1Cl)C(=O)c1ccccc1C2=O,40.9,100.0,.,103.0,103.0,-16.0,104.0,0,103.0,100.0,31
CC(=O)NCC(=O)OCC(=O)c1ccc(Br)cc1,3.3,97.0,.,100.0,99.0,0.8,105.0,15,98.0,102.0,6
O=C(O)c1c2c(nc3ccccc13)/C(=C/c1ccc(O)cc1)CC2,55.1*,106.0,1.6,95.0,99.0,-19.2,100.0,21,96.0,94.0,11
NC(=O)Cc1ccc(C(=O)c2ccccc2F)s1,14.6,99.0,-0.9,94.0,98.0,12.2,99.0,24,95.0,98.0,11
O=C(COc1ccccc1[N+](=O)[O-])NC1CC1,-42.2,105.0,-18.0,97.0,98.0,-26.7,98.0,10,101.0,96.0,15
COC(=O)/C(=C/c1ccco1)NC(=O)c1ccc(Br)o1,3.3,99.0,-15.1,98.0,96.0,-28.1,96.0,10,97.0,95.0,15
Cc1occc1-c1nnc(SCCNCCO)o1,-1.1,90.0,.,93.0,91.0,-10.8,89.0,25,91.0,91.0,60
Cc1ccc(CNC(=O)/C=C/c2ccccc2Cl)cc1,10.7,96.0,.,99.0,99.0,-1.6,99.0,8,96.0,96.0,5

# (further entries)
SMILES,Mcl1-Noxa inh,Rab7 wt modul,Pf gamet viab,Cdc42 wt,HRas wt GTP bind,Mcl1-Bid inh,Rac1 wt modul,Avidin fluor,Rab2A wt mod,Rac1 act GTP bind,GSH bead fluor
COc1cc(OC)cc(C(=O)Nc2cccc(-c3ccc4nncn4n3)c2)c1,13.5,105.0,.,97.0,100.0,-19.1,103.0,10,99.0,99.0,21
CC1=NN(c2nc(-c3ccccc3)cs2)C(=O)C1,-50.4,104.0,.,101.0,100.0,-101.9,101.0,7,100.0,96.0,14
COC(=O)c1cn(NC(=O)Cc2ccccc2OC)c(=O)c2ccccc12,0.8,99.0,-12.3,97.0,97.0,-3.6,95.0,9,99.0,96.0,17
CCn1c2ccccc2c2cc(NC(=O)c3ccc([N+](=O)[O-])cc3)ccc21,22.9,99.0,-3.4,100.0,101.0,-2.5,105.0,14,98.0,99.0,31
N#Cc1c(-c2ccco2)ccn(Cc2cccc(F)c2)c1=O,15.4,94.0,3.8,100.0,95.0,-15.8,97.0,21,97.0,94.0,12
O=C(CSc1ccc(-c2cccs2)nn1)Nc1ccccc1,13.6,94.0,.,97.0,93.0,0.5,99.0,19,95.0,94.0,9
O=C(NCCc1ccc(Cl)cc1)C1CCC(CNc2nc(=S)[nH]c3ccccc23)CC1 (stereo not given),-19.1,99.0,15.3,81.0,89.0,-17.3,85.0,11,88.0,92.0,10
COc1cc(/C=C/C(=O)OCC(=O)N2CCOCC2)ccc1OCC#N,6.0,94.0,16.8,97.0,97.0,-15.9,100.0,10,96.0,99.0,18
